GPR55 beta-arrestin: GPR55 agonists via beta-arrestin recruitment, primary screen, imaging, U2OS cells, beta-arrestin-GFP redistribution (AID 1961). actives 0.048% (n = 290,000). U2OS GPR55 beta-arrestin-GFP redistribution imaging; higher % means a stronger effect. G-protein coupled receptor 55 (Homo sapiens). activation, % at 10 µM; hits with a dose series show EC50 in µM;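 active means activation above 40% with more than 50 cells counted in the well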;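 further: U2OS osteosarcoma cells stably expressing GPR55 and beta-arrestin-GFP; plate controls were DMSO negative control for no effect and LPI positive control for full effect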
KOR beta-arrestin-1: KOR agonists, beta-arrestin recruitment, primary screen, cell-based, luminescence, uHTS (AID 1777); activation, % at 10 µM, or EC50 in µM where a hit was titrated; KOR beta-arrestin recruitment, luminescence; higher % means a stronger effect; actives 0.02% (n = 280,000); in the data active means activation above about 50%, passing the limit was not always enough; further: a part of the inactive calls stands beside numbers as strong as those of hits
KOR beta-arrestin-2: KOR antagonists, beta-arrestin recruitment, cell-based, luminescence, uHTS (AID 1778) | actives 0.091% (n = 290,000) | inhibition, % at 10 µM, or IC50 in µM where a hit was titrated | KOR beta-arrestin recruitment, luminescence, antagonist mode; higher % means a stronger effect; in the data active means inhibition above about 50%; further: strong numbers were not always called active
GPR35 antagonists: GPR35 antagonists blocking zaprinast-driven arrestin recruitment, primary screen, imaging, U2OS, beta-arrestin-GFP, zaprinast agonist (AID 2058) | G-protein coupled receptor 35 (Homo sapiens) | U2OS GPR35 beta-arrestin-GFP translocation imaging, zaprinast antagonism; higher % means a stronger effect | inhibition, % at 10 µM, or IC50 in µM where a hit was titrated | actives 0.052% (n = 290,000);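 active means inhibition of at least 50% with at least 30 cells and total cytoplasm GFP at most 10,000,000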
GPR55 antagonists: GPR55 antagonists blocking LPI-driven arrestin recruitment, primary screen, imaging, U2OS, beta-arrestin-GFP, LPI agonist (AID 2013); G-protein coupled receptor 55 (Homo sapiens); U2OS GPR55 beta-arrestin-GFP translocation imaging, LPI antagonism; higher % means a stronger effect; inhibition, % at 10 µM, or IC50 in µM where a hit was titrated; actives 0.13% (n = 290,000);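 active means spots per cell inhibited over 60%, with over 100 cells counted and total cytoplasm intensity under 500,000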;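 further: U2OS cells stably carrying GPR55 and arrestin-GFP stimulated by 5 µM LPI near EC80; imaged beta-arrestin-GFP aggregate spots per cell after agonist stimulation; plate controls were LPI-stimulated DMSO wells for no effect and DMSO wells without LPI for full effect; some results filed as inactive read as strong as hits; confirmed hits need IC50 under 10 µM and bright autofluorescent wells are also inconclusive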
HIV fusion peptide: inhibitors of HIV fusion peptide binding, primary screen, biochemical, uHTS, fluorescence dequenching (AID 1986); cell-free peptide binding, fluorescence dequenching, 30 min; higher % means a stronger effect; inhibition, % at 20 µM, or IC50 in µM where a hit was titrated; actives 0.3% (n = 290,000); in the data active means inhibition mostly above about 52%, no sharp cut-off; inactive means mostly below about 76%; further: some results filed as inactive read as strong as hits
AID2073: inhibitors of Mint1-CaV2.2 protein interaction, biochemical, HTRF (AID 2073) | Voltage-dependent N-type calcium channel subunit alpha-1B (Homo sapiens) | HTRF protein-protein interaction, Mint1-CaV2.2; higher % means a stronger effect | one-dose inhibition, % at 20 µM; IC50 in µM for titrated hits | actives 0.19% (n = 290,000); in the data active means inhibition mostly above about 51%, no sharp cut-off; further: some results filed as inactive read as strong as hits
NOD1 inhibition: NOD1 signaling inhibitors, primary screen, cell-based, luminescence, uHTS (AID 1578); NOD1-driven NF-kB luciferase reporter cells, luminescence; higher % means a stronger effect; inhibition, % at 4 µM; hits with a dose series show EC50 in µM; actives 1% (n = 290,000); in the data active means inhibition mostly above about 36%, no sharp cut-off; inactive means mostly below about 34%;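 further: HEK-293T reporter cells stimulated with the NOD1 agonist gamma-tri-DAP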
SIAH1 antagonists: Siah-1 peptide-binding antagonists, primary screen, biochemical, fluorescence polarization, rhodamine-plectin, uHTS (AID 1817) | E3 ubiquitin-protein ligase SIAH1 (Homo sapiens) | Siah-1 / rhodamine-plectin peptide fluorescence polarization; higher % means a stronger effect | one-dose displacement, % at 20 µM; IC50 in µM for titrated hits | actives 0.02% (n = 290,000);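 active means displacement of at least 50% at 20 µM, with a fluorescence ratio check between 0.3 and a set limit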;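 further: plate controls were Siah plus tracer with DMSO for no effect and tracer alone without Siah for full effect; strong numbers were not always called active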
Active calls of the source: *.

Results for O=C(CSc1nnc(-c2cccs2)o1)N1CCc2ccccc21 ?
GPR55 beta-arrestin: -0.3%; KOR beta-arrestin-1: -0.4%; KOR beta-arrestin-2: -12.7%; GPR35 antagonists: -8.9%; GPR55 antagonists: -11.3%; HIV fusion peptide: 2.7%; AID2073: 6.0%; NOD1 inhibition: -39.2%; SIAH1 antagonists: 1.4%

How did O=S(=O)(NCc1cccs1)c1ccc(Cl)s1 do in these assays?
GPR55 beta-arrestin: 0.2%; KOR beta-arrestin-1: 4.4%; KOR beta-arrestin-2: -9.0%; GPR35 antagonists: -3.4%; GPR55 antagonists: -9.3%; HIV fusion peptide: 0.2%; AID2073: 9.8%; NOD1 inhibition: -29.5%; SIAH1 antagonists: -2.3%

Results for CC(=O)NC(c1ccccc1)c1cc(Cl)c2cccnc2c1O (configuration not stated) ?
GPR55 beta-arrestin: -0.2%; KOR beta-arrestin-1: -2.0%; KOR beta-arrestin-2: -11.7%; GPR35 antagonists: -7.6%; GPR55 antagonists: -2.2%; HIV fusion peptide: -0.3%; AID2073: 6.5%; NOD1 inhibition: 12.2%; SIAH1 antagonists: -4.2%

What do the screens show for `Cc1cn(CCOc2ccc(Cl)cc2)c(=O)[nH]c1=O`?
GPR55 beta-arrestin: -0.3%; KOR beta-arrestin-1: -4.8%; KOR beta-arrestin-2: 29.8%; GPR35 antagonists: -2.6%; GPR55 antagonists: 1.6%; HIV fusion peptide: -1.6%; AID2073: 20.0%; NOD1 inhibition: -3.6%; SIAH1 antagonists: 9.4%

Results for O=C(Cc1ccccc1)Nn1cnc2ccccc21 ?
GPR55 beta-arrestin: -0.2%; KOR beta-arrestin-1: -2.0%; KOR beta-arrestin-2: -42.9%; GPR35 antagonists: -12.5%; GPR55 antagonists: -0.8%; HIV fusion peptide: -3.3%; AID2073: -5.4%; NOD1 inhibition: -3.9%; SIAH1 antagonists: 5.2%

How did COc1cccc(OCC(=O)O/N=C(\N)c2ccc(OC)c(OC)c2)c1 do in these assays?
GPR55 beta-arrestin: -0.3%; KOR beta-arrestin-1: 4.4%; KOR beta-arrestin-2: 3.7%; GPR35 antagonists: -2.7%; GPR55 antagonists: 5.5%; HIV fusion peptide: -0.1%; AID2073: -2.3%; NOD1 inhibition: -7.1%; SIAH1 antagonists: -6.5%

Results for Cc1ccc(NC(=O)CSc2nc3c(c(=O)[nH]2)CN(Cc2ccc(F)cc2)CC3)cc1C ?
GPR55 beta-arrestin: -0.6%; KOR beta-arrestin-1: 2.2%; KOR beta-arrestin-2: 14.1%; GPR35 antagonists: -2.3%; GPR55 antagonists: -31.2%; HIV fusion peptide: -0.6%; AID2073: 11.1%; NOD1 inhibition: -26.4%; SIAH1 antagonists: 2.0%

What do the screens show for `CCOC(=O)NC(Nc1nc2ccccc2s1)(C(=O)OCC)C(F)(F)F` (configuration not stated)?
GPR55 beta-arrestin: -0.3%; KOR beta-arrestin-1: 3.5%; KOR beta-arrestin-2: 10.3%; GPR35 antagonists: 19.5%; GPR55 antagonists: 0.9%; HIV fusion peptide: -1.9%; AID2073: -3.5%; NOD1 inhibition: 13.4%; SIAH1 antagonists: 3.2%

What do the screens show for `O=C(NC1CCS(=O)(=O)C1)c1ccc(S(=O)(=O)NCC2CCCO2)cc1` (configuration not stated)?
GPR55 beta-arrestin: -0.1%; KOR beta-arrestin-1: -0.9%; KOR beta-arrestin-2: -3.3%; GPR35 antagonists: -4.8%; GPR55 antagonists: 6.8%; HIV fusion peptide: 4.2%; AID2073: 3.6%; NOD1 inhibition: -3.9%; SIAH1 antagonists: 0.5%

What do the screens show for `Cc1ccc(S(=O)(=O)C(C#N)c2nc3ccccc3nc2N2CCC(C)CC2)cc1` (configuration not stated)?
GPR55 beta-arrestin: 1.4%; KOR beta-arrestin-1: 2.3%; KOR beta-arrestin-2: -2.8%; GPR35 antagonists: 9.2%; GPR55 antagonists: -2.0%; HIV fusion peptide: -4.9%; AID2073: -5.0%; NOD1 inhibition: 32.4%; SIAH1 antagonists: -5.8%

Results for CCNC(=O)NCc1c(C)c(C)n(Cc2ccccc2)c1-n1cccc1 ?
GPR55 beta-arrestin: -0.2%; KOR beta-arrestin-1: -2.1%; KOR beta-arrestin-2: -1.7%; GPR35 antagonists: 3.2%; GPR55 antagonists: 13.4%; HIV fusion peptide: 0.9%; AID2073: 10.6%; NOD1 inhibition: 0.6%; SIAH1 antagonists: -3.4%

How did O=C(/C=C/c1cccc2ccccc12)N1CCOCC1 do in these assays?
GPR55 beta-arrestin: 0.2%; KOR beta-arrestin-1: 6.2%; KOR beta-arrestin-2: 0.5%; GPR35 antagonists: -11.8%; GPR55 antagonists: -2.7%; HIV fusion peptide: -1.5%; AID2073: -13.5%; NOD1 inhibition: -10.9%; SIAH1 antagonists: 0.4%

What do the screens show for `Cc1c(N2C(=O)CSC2c2ccccc2)c(=O)n(-c2ccccc2)n1C` (configuration not stated)?
GPR55 beta-arrestin: -0.2%; KOR beta-arrestin-1: 4.7%; KOR beta-arrestin-2: 19.3%; GPR35 antagonists: -6.3%; GPR55 antagonists: 4.4%; HIV fusion peptide: -0.2%; AID2073: 7.8%; NOD1 inhibition: -3.7%; SIAH1 antagonists: 4.4%

Results for Cc1cc2nc3ccc(=[N+](C)C)cc-3sc2cc1N ?
GPR55 beta-arrestin: -0.1%; KOR beta-arrestin-1: 6.1%; KOR beta-arrestin-2: 14.5%; GPR35 antagonists: -8.9%; GPR55 antagonists: -23.0%; HIV fusion peptide: 8.1%; AID2073: -135.3%; NOD1 inhibition: 9.8%; SIAH1 antagonists: 38.3%

Results for CCCCNC(=O)COC(=O)CCC(=O)c1ccc(Cl)cc1 ?
GPR55 beta-arrestin: -1.1%; KOR beta-arrestin-1: -0.1%; KOR beta-arrestin-2: -21.6%; GPR35 antagonists: 3.5%; GPR55 antagonists: -11.0%; HIV fusion peptide: -2.0%; AID2073: -2.3%; NOD1 inhibition: -20.8%; SIAH1 antagonists: 2.8%

How did CCCCn1c(=O)[nH]c2nc3cc(N)ccc3nc2c1=O do in these assays?
GPR55 beta-arrestin: 0.3%; KOR beta-arrestin-1: -0.7%; KOR beta-arrestin-2: 25.8%; GPR35 antagonists: 11.7%; GPR55 antagonists: -2.2%; HIV fusion peptide: 149.1%; AID2073: 19.1µM*; NOD1 inhibition: -36.4%; SIAH1 antagonists: 70.5%

What do the screens show for `O=c1[nH]c2ccccc2nc1C(F)(F)C(F)F`?
GPR55 beta-arrestin: -0.1%; KOR beta-arrestin-1: 3.5%; KOR beta-arrestin-2: 15.8%; GPR35 antagonists: -1.4%; GPR55 antagonists: -7.5%; HIV fusion peptide: -1.5%; AID2073: 0.8%; NOD1 inhibition: -29.8%; SIAH1 antagonists: -0.4%

Results for CC(C)(C)c1[nH]nc2c1C(c1ccoc1)C(C#N)=C(N)O2 (configuration not stated) ?
GPR55 beta-arrestin: -0.1%; KOR beta-arrestin-1: 6.4%; KOR beta-arrestin-2: -49.0%; GPR35 antagonists: -3.1%; GPR55 antagonists: 50.3%; HIV fusion peptide: -1.1%; AID2073: 2.3%; NOD1 inhibition: 23.6%; SIAH1 antagonists: -6.6%

Results for Cn1c(/C=C/N2CCOCC2)c(C(=O)c2ccc(Br)cc2)c(=O)n(C)c1=O ?
GPR55 beta-arrestin: -0.1%; KOR beta-arrestin-1: 16.6%; KOR beta-arrestin-2: 17.5%; GPR35 antagonists: -2.8%; GPR55 antagonists: 2.9%; HIV fusion peptide: -0.3%; AID2073: -9.6%; NOD1 inhibition: -16.7%; SIAH1 antagonists: 2.8%

What do the screens show for `Cc1cccc(-n2c(SCCC(=O)O)nnc2-c2cccs2)c1C`?
GPR55 beta-arrestin: -0.1%; KOR beta-arrestin-1: -2.2%; KOR beta-arrestin-2: 6.8%; GPR35 antagonists: -2.6%; GPR55 antagonists: -3.6%; HIV fusion peptide: 0.5%; AID2073: 6.0%; NOD1 inhibition: -9.6%; SIAH1 antagonists: 1.9%

How did O=C(C[n+]1cc(-c2ccc(F)cc2)n2c1CCC2)Nc1nc(-c2ccc(F)cc2)cs1 do in these assays?
GPR55 beta-arrestin: 0.1%; KOR beta-arrestin-1: 5.7%; KOR beta-arrestin-2: 14.5%; GPR35 antagonists: -0.5%; GPR55 antagonists: 1.8%; HIV fusion peptide: 0.9%; AID2073: 2.0%; NOD1 inhibition: 11.7%; SIAH1 antagonists: -0.1%

How did CCCCCCC1/C(=N/O)CCC1C(=O)OC (configuration not stated) do in these assays?
GPR55 beta-arrestin: -0.1%; KOR beta-arrestin-1: -2.6%; KOR beta-arrestin-2: -0.2%; GPR35 antagonists: 1.9%; GPR55 antagonists: 10.9%; HIV fusion peptide: 1.1%; AID2073: -1.1%; NOD1 inhibition: -14.2%; SIAH1 antagonists: 1.0%

How did OC(CNCc1ccc(Cl)cc1)COc1ccccc1 (configuration not stated) do in these assays?
GPR55 beta-arrestin: 0.4%; KOR beta-arrestin-1: -4.8%; KOR beta-arrestin-2: 22.8%; GPR35 antagonists: 25.7%; GPR55 antagonists: -30.0%; HIV fusion peptide: 1.8%; AID2073: -3.2%; NOD1 inhibition: 6.7%; SIAH1 antagonists: 2.2%

How did CC(=O)Nc1ccc2nc(-c3ccccn3)[nH]c2c1 do in these assays?
GPR55 beta-arrestin: -0.5%; KOR beta-arrestin-2: -55.8%; GPR35 antagonists: -12.2%; GPR55 antagonists: 0.0%; HIV fusion peptide: 0.0%; AID2073: 4.3%; NOD1 inhibition: -31.5%; SIAH1 antagonists: -3.5%

How did CN(CC(=O)Nc1ccccc1Br)C(=O)CNC(=O)Cc1cccc2ccccc12 do in these assays?
GPR55 beta-arrestin: -0.1%; KOR beta-arrestin-1: -1.4%; KOR beta-arrestin-2: 3.6%; GPR35 antagonists: -2.4%; GPR55 antagonists: 12.3%; HIV fusion peptide: 0.8%; AID2073: 1.3%; NOD1 inhibition: -20.1%; SIAH1 antagonists: 2.4%

What do the screens show for `Cc1cc(C(F)(F)F)nn1CC(=O)NCC1CCCO1` (configuration not stated)?
GPR55 beta-arrestin: -0.2%; KOR beta-arrestin-1: -3.0%; KOR beta-arrestin-2: -10.5%; GPR35 antagonists: 2.8%; GPR55 antagonists: 7.3%; HIV fusion peptide: -2.4%; AID2073: -4.9%; NOD1 inhibition: -29.0%; SIAH1 antagonists: 0.7%

Results for Oc1cccc(CCC2CCCCN2Cc2cn[nH]c2-c2ccc3c(c2)OCO3)c1 (configuration not stated) ?
GPR55 beta-arrestin: 0.5%; KOR beta-arrestin-1: -2.8%; KOR beta-arrestin-2: 2.4%; GPR35 antagonists: -2.0%; GPR55 antagonists: 3.6%; HIV fusion peptide: 1.1%; AID2073: 3.4%; NOD1 inhibition: -25.9%; SIAH1 antagonists: 14.8%

Screening data: PubChem BioAssay, Sanford-Burnham Center for Chemical Genomics

A portion of the library; count on the stated rates, not on these rows.
